GAA inhib = inhibitors of human lysosomal alpha-glucosidase. purified human GAA, 4-MU-alpha-glucoside fluorescence. Potency, µM (highest dose often 76.9 µM), for inactives: top-dose activity change, negative = inhibition, usual class: inhibitors. actives 0.005% (n = 200,000);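 also: potency is read from the fitted curve at half-maximal effect; plate controls were uninhibited enzyme wells for no effect and no-enzyme background for full effect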
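qHTS format, compound range up to 77 uM. Human lysosomal enzyme at 4 nM, 400 uM 4-MU glucoside substrate, pH 5.0, 20 min room temperature; fluorescence after alkaline stop gives activity normalized to controls.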
LMNA splice mod = modulators of lamin A splicing; HeLa LMNA splicing GFP/RFP minigene ratio, 48 h; Potency, µM (highest dose often 46.1 µM), inactives show top-dose ratio change, negative = inhibition, hits mostly inhibitors; actives 0.01% (n = 200,000); AID 1487; active = well fitted inhibition curve with a large enough effect in the signal ratio, with a control signal flat, not every such curve was filed as active; inconclusive = small, poorly fitted or top-dose-only effect, or effect the other way, or a change in a side signal; the % refers to the signal ratio; also: potency is read from the fitted curve at half-maximal effect; % is scaled to controls: 0 for no effect and ±100 for the full control effect
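Read-out is the ratio of GFP to DsRed2 object intensity, acquired by 488 nm laser-scanning cytometry on HeLa lamin A-EGFP minigene reporter cells. Compound incubation 48 hrs at 37 °C in Opti-MEM with 2% FBS; DMSO 0.5% final.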
HTT cytoprotect = protects HTT-Q103 PC12 cells, measured by ATP; PC12 HTT-Q103 induced, cytoprotection, ATP luminescence, 40 h; Potency, µM (highest dose often 56.4 µM), without a hit: cytoprotection (ATP increase), actives largely listed as activators; actives 0.14% (n = 230,000);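 also: potency is read from the fitted curve at half-maximal effect; % of control where 0% means no effect; nearly all actives have a fitted effect of over 45% in size; toxic huntingtin expression switched on by the ecdysone agonist tebufenozide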
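Rat PC12, Q103 Htt exon1-GFP fusion, ecdysone promoter; tebufenozide inducer 100 nM final; compound titration; qHTS, 1500 cells/well; ATPlite luminescent read.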
GAA glycogen = alters human alpha-glucosidase cleavage of glycogen | P10253 | Potency, µM (titrated, usually from 76.4 µM), for inactives: at the highest dose activity change, negative = inhibition, actives largely listed as inhibitors | actives 0.38% (n = 300,000) | recombinant GAA, glycogen substrate, Amplex Red glucose oxidase fluorescence;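 also: potency is read from the fitted curve at half-maximal effect; 0% = full enzyme reaction and -100% = no-enzyme basal signal; the screen sought inhibitors and activators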
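qHTS, 1536-well; enzyme 4 nM final; cpd up to 77 uM; substrate bovine liver glycogen 30 ug; 50 mM citrate/phosphate pH 5.0, 0.01% Tween-20; 37 C, 40 min; Amplex Red detection 45 min RT; Hill fit → AC50.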
aGlu spleen mod = inhibits or activates alpha-glucosidase in human spleen homogenate; P10253; human spleen homogenate, 4-MU-alpha-glucoside fluorescence; Potency, µM (doses to about 79.9 µM), for the others: top-dose activity change, negative = inhibition, most hits filed as inhibitors; actives 0.006% (n = 240,000);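 also: potency is read from the fitted curve at half-maximal effect; 0% = enzyme with vehicle and -100% = no enzyme basal signal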
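Human spleen homogenate (1 ug) incubated with compounds and 1 mM 4-methylumbelliferyl-alpha-D-glucopyranoside in pH 5.0 citrate/phosphate buffer, 37 C, 40 min. Stopped at pH 10; 4-MU fluorescence (Ex 365/Em 440 nm); AC50 by Hill fit.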
HttQ103 aggreg = mutant huntingtin aggregation inhibition | actives 1.1% (n = 220,000) | AID 1688 | PC12 HttQ103-GFP aggregates, Acumen cytometry, 40 h | Potency, µM (top dose mostly 46.1 µM), without a hit: top-dose activity change, negative = inhibition, actives largely listed as inhibitors; also: potency is read from the fitted curve at half-maximal effect; % is scaled to controls: 0 for no effect and ±100 for the full control effect; nearly all actives have a fitted effect of over 60% in size
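Ecdysone-promoter PC12 model expressing HTT exon 1 Q103 fused to GFP, induced by tebufenozide at 100 nM final. Compounds titrated; aggregates sized 1–25 µm scored on a 488 nm laser cytometer.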
CBFb RUNX1 block = inhibitors of human CBF-beta and RUNX1 interaction. Q01196+Q13951. AlphaScreen CBFb-His/RUNX1-biotin binding, biochemical. Potency, µM (doses to about 59.8 µM), for the others: top-dose activity, negative = inhibition, most hits filed as inhibitors. 230,000 tested, under 10 active. AID 1477; also: % of control where 0% means no effect
Target sequence (Q01196 whole entry, looked up): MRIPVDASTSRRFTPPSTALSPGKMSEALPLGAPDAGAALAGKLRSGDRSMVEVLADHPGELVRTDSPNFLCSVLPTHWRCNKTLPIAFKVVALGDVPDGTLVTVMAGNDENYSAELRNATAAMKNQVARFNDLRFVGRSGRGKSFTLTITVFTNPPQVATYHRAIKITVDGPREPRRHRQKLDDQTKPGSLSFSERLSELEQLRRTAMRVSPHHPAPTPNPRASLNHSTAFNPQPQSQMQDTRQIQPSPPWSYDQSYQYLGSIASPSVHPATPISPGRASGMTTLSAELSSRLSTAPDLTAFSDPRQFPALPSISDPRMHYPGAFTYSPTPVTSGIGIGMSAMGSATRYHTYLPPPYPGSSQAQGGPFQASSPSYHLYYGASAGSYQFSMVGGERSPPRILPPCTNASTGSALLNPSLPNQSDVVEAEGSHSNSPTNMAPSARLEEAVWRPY
Target sequence (Q13951 whole entry, looked up): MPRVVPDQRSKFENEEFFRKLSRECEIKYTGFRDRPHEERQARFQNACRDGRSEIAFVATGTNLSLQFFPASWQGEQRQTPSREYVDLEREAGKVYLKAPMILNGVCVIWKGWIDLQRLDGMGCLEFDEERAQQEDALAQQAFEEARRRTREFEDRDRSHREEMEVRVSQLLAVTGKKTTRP
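AlphaScreen binding: CBFb-His and RUNX1-biotin (30 nM each) preincubated 20 min, compound added for 15 min, then nickel and streptavidin beads for 90 min, all at room temperature. Disruption of the interaction by any mechanism counts as activity.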
An asterisk follows results filed as active; ? = inconclusive; nt = no result given; & = joins results of further samples; [ ] = dose if it differs, or a comment. Unless noted, calls follow the shape of the dose curve; as a rule, active = well fitted curve in the direction sought with a large enough effect; inconclusive = small, poorly fitted or top-dose-only effect, or another doubt; inactive = no such curve, though single readings can be large; an effect the other way counts as inactive or inconclusive.

item | molecule | GAA inhib | LMNA splice mod | HTT cytoprotect | GAA glycogen | aGlu spleen mod | HttQ103 aggreg | CBFb RUNX1 block
1 | O=C(NC(=S)NC1CCCCCCCCCCC1)c1cccnc1 | -18% | 10% | 4% | 13% | -20% | 2% | -6%
2 | CC(C)C1C(c2ccccc2)N(C)C(c2ccccc2)CC1(O)c1ccccc1 (stereo not drawn) | 2% | -27% | 14% | -1% | 6% | -20% | 4%
3 | O=C(Nc1ccc(OC(F)(F)F)cc1)c1ccc2nccnc2c1 | -16% | nt | nt | 27% | -1% | ? | -5%
4 | N#Cc1c(NC(=O)CSc2nc(N)cc(=O)[nH]2)sc2c1CCCC2 | 9% | nt | 14%[10 µM] | -6% | 1% | 8%[9.22 µM] | 3%
5 | CCOC(=O)c1ccc(NC(=O)c2nc[nH]c2C(=O)NCc2ccccc2)cc1 | nt | nt | 1%[10 µM] | 1% | 4% | 3%[9.22 µM] | 12%
6 | COc1ccc(NC(=O)CC2C(=O)N(C)C(=S)N2CCc2ccc(F)cc2)cc1 (stereo not drawn) | nt | nt | 11%[10 µM] | -14% | 2% | 10%[9.22 µM] | 3%
7 | CC1(C)C(=O)NCCN1C(=O)CC1C(=O)NCCN1CC(c1ccccc1)c1ccccc1 (stereo not drawn) | -13% | 30%[46 µM] | -6%[10 µM] | -8% | -6% | -9%[9.22 µM] | 2%
8 | C/C(CCN1CCc2nc(-c3ccccc3)c(-c3ccccc3)cc2C1)=N\O[C@@H](C)c1cn([C@H](CO)Cc2ccccc2)nn1 | 2% | -10% | 1%&9%[10 µM] | 2% | -2%[17.4 µM] | -10% | -7%[13.1 µM]
9 | COc1ccccc1OCCNC(=O)c1cc(SC)ccc1Cl | -6% | -5% | 14%[10 µM] | 8% | -5% | 6% | 10%
10 | CC(C)CC1CCCCC1OC(=O)C[N+]1(C)CCCCC1 (stereo not drawn) | 3% | nt | -76%[inhibitor] | 10% | nt | -25% | ?
11 | CCCNC(=S)Nc1ccc(Oc2ccccc2)cc1 | -1% | -6% | -11% | -7% | -4% | -12% | 1%
12 | CC(C)C1Nc2c(O)cc(Cl)c([N+](=O)[O-])c2C2C=CCC21 (stereo not drawn) | 15% | -19%[46 µM] | 24%[10 µM] | 14µM* | -2% | 2%[9.22 µM] | ?
13 | CCN(Cc1ccccc1)C(=O)C1CCN(Cc2ccc(OC)c(OC)c2OC)CC1 | -4% | -7% | 3% | 1% | -3% | -8% | 5%
14 | CC(C)c1ccc(CN(C(=O)C2COc3ccccc3O2)C2CCS(=O)(=O)C2)cc1 (stereo not drawn) | -7% | ? | -19% | 0% | -6% | 7% | -1%
15 | O=C(O)c1cc(-n2nnnc2SCc2ccccc2F)ccc1Cl | -1% | nt | -9% | 9% | -9% | -5% | 9%
16 | O=c1cc(-c2c(F)c(F)c(F)c(F)c2F)oc2ccccc12 | 0% | ? | ? | -2% | -5% | -20% | 8%
17 | COc1ccc(N2CCN(Cc3cc(=O)oc4cc(-c5ccccc5)c(O)cc34)CC2)cc1 | ? | ? | -34% | -11% | 3% | -17% | 8%
18 | Cc1ccc(C(=O)COC(=O)CCN2C(=O)C3C4CC(C(Br)C4Br)C3C2=O)cc1 (stereo not drawn) | ? | -2% | -18%[10 µM] | 0% | 4% | 15% | 2%
19 | COc1ccc(NC(=O)c2ccc(=O)oc2)cc1 | ? | 9% | -4%[10 µM] | -1% | 2% | 13% | 4%
20 | CCCNC(=O)CSCc1nc(-c2ccc(SC)cc2)oc1C | -7% | nt | -52%[inhibitor] | 1% | 2% | -16% | -2%

Brought forward from above: 6 entries, followed by the next part.
item | molecule | GAA inhib | LMNA splice mod | HTT cytoprotect | GAA glycogen | aGlu spleen mod | HttQ103 aggreg | CBFb RUNX1 block
15 | O=C(O)c1cc(-n2nnnc2SCc2ccccc2F)ccc1Cl | -1% | nt | -9% | 9% | -9% | -5% | 9%
16 | O=c1cc(-c2c(F)c(F)c(F)c(F)c2F)oc2ccccc12 | 0% | ? | ? | -2% | -5% | -20% | 8%
17 | COc1ccc(N2CCN(Cc3cc(=O)oc4cc(-c5ccccc5)c(O)cc34)CC2)cc1 | ? | ? | -34% | -11% | 3% | -17% | 8%
18 | Cc1ccc(C(=O)COC(=O)CCN2C(=O)C3C4CC(C(Br)C4Br)C3C2=O)cc1 (stereo not drawn) | ? | -2% | -18%[10 µM] | 0% | 4% | 15% | 2%
19 | COc1ccc(NC(=O)c2ccc(=O)oc2)cc1 | ? | 9% | -4%[10 µM] | -1% | 2% | 13% | 4%
20 | CCCNC(=O)CSCc1nc(-c2ccc(SC)cc2)oc1C | -7% | nt | -52%[inhibitor] | 1% | 2% | -16% | -2%
21 | Cc1noc(C)c1CSc1ncnc2sc3c(c12)CCC(C)C3 (stereo not drawn) | -5% | ? | nt | 2% | 2% | 11% | 9%
22 | CCn1nccc1C(=O)NC1=C(C#N)CCC1 | -9% | -2% | 14%[10 µM] | 4% | -4% | -11% | -3%
23 | Cc1cc(C)n(CC(O)Cn2c(C)c(C)c3ccccc32)n1 (stereo not drawn) | -31% | -14% | 5% | -7% | -9% | 2% | -6%
24 | CC(C)=CCCC(C)CN1CCC(N2CCC(C(=O)N3CCOCC3)CC2)CC1 (stereo not drawn) | -3% | 13%[46 µM] | 7%[10 µM] | 1% | 4% | -5%[9.22 µM] | 4%
25 | COc1ccc(-c2nn(-c3ccccc3)cc2/C=C(\C#N)C(N)=O)cc1[N+](=O)[O-] | 4% | 4%[46 µM] | 2%[10 µM] | 20% | 2% | 17% | 0%
26 | CCOC(=O)C1=C(CSc2nnnn2C)N(C)C(=O)NC1c1ccccc1 (stereo not drawn) | 6% | 10% | 26% | -4% | -9% | 3% | 3%
27 | C[C@@H](N)CCCP(=O)(O)O | nt | nt | -34% | nt | -7% | nt | 8%
28 | OC(CNCc1ccccc1C(F)(F)F)C(F)(F)F (stereo not drawn) | 2% | nt | -8% | -2% | -1% | 16% | 2%
29 | COCCn1c(Cc2ccccc2)nnc1SCC(=O)Nc1cc(C)on1 | 0% | -6% | -28%[10 µM] | 4% | 0% | -7% | 5%
30 | O=C(COC(=O)c1cc[n+]([O-])cc1)Nc1ccc(F)c([N+](=O)[O-])c1 | -6% | 1% | 20%[10 µM] | 5% | -2% | 4% | 8%
31 | Cc1ccn2c(=O)c(C(=O)O)cnc2c1 | ? | -11%[46 µM] | -8%[10 µM] | -5% | 4% | -16%[9.22 µM] | 17%
32 | CN(c1ccc(C(=O)N2CCOCC2)cc1)S(C)(=O)=O | -3% | -1% | 7% | -17% | -7% | -19% | -1%
33 | Cc1cccn2c(Nc3ccccc3)c(-c3ccccn3)nc12 | -4% | ? | -32%[inhibitor] | ? | -9% | ? | ?
34 | COc1ccc2nc(NC(=O)C(NS(=O)(=O)c3cccc4nsnc34)C(C)C)sc2c1 (stereo not drawn) | -2% | ? | -62%[inhibitor] | -20% | 2% | 23% | -2%
35 | Clc1ccc(N2CCN(c3nc4nonc4nc3N3CCSCC3)CC2)nc1 | 6% | 4%[9.22 µM] | 10%[10 µM] | -7% | 3% | 1%[9.22 µM] | -12%
36 | O=C(O)C1CN(C(=O)c2cccc(Br)c2)C1 | -6% | nt | 22%[10 µM] | 11% | 2% | 3% | 10%
37 | CCSC1=NCCN1S(=O)(=O)c1ccc2ccccc2c1 | -3% | 3%[9.22 µM] | -3% | -5% | 2% | -22% | 8%
38 | COc1ccc(CC(=O)NCc2nn(-c3ccccc3)nc2C)cc1OC | -5% | ? | 0%[10 µM] | -9% | -9% | 14%[9.22 µM] | 0%
39 | O=[N+]([O-])c1ccc(Sc2nnnn2-c2ccccc2)c(Cl)c1 | 1% | ? | 1%[10 µM] | -14% | 1% | ? | -22%
40 | O=C(NC(C(=O)N/N=C/c1ccccn1)c1n[nH]c(=O)c2ccccc12)c1ccccc1 (stereo not drawn) | nt | nt | 5%[10 µM] | -7% | 4% | 8%[9.22 µM] | -11%
41 | CN1CCN(C(=S)c2ccc(-c3cc(Cl)ccc3Cl)o2)CC1 | nt | nt | 12%[10 µM] | 2% | 0% | 5%[9.22 µM] | -20%
42 | CCOC(=O)C(=Nc1ccc(Cl)cc1)NO | 6% | 1% | -4%[10 µM] | -1% | 2% | -6% | -4%
43 | N#C/C(=N\O)c1nc2ccccc2s1 | 12% | 1%[46 µM] | -5%[10 µM] | 16% | -3% | 3%[9.22 µM] | 4%
44 | O=C(Nc1ccc2c(c1)OCCO2)c1ccc(Cl)c(S(=O)(=O)N2CCCCC2)c1 | -3% | ? | -9% | -3% | -6% | -22% | -1%
45 | COc1cc(NC(=O)c2cc(-c3cccs3)on2)cc(OC)c1OC | -7% | ? | -36% | -8% | -4% | 21% | 9%
46 | Cc1nc(N/N=C/c2ccccc2)nc(N(C)c2ccccc2)c1[N+](=O)[O-] | 2% | 6% | 12% | -4% | 0% | 16% | -2%
47 | O=C(NCCc1ccc(Cl)cc1)C1CCN(S(=O)(=O)c2ccc(-n3cnnn3)cc2)CC1 | -9% | ? | -18% | -7% | -2% | -16% | -4%
48 | Cc1ccc(S(=O)(=O)CC(=O)c2cc(C)c(O)c(C)c2)cc1 | ? | -8%[46 µM] | -7% | -6% | 5% | 5% | -14%
49 | c1ccc(-c2nn3nnnc3c3ccccc23)cc1 | 0% | -12% | -7%[10 µM] | -4% | 0% | -18% | 10%
50 | COc1cc(-c2n[nH]c(=S)n2/N=C/c2cccn2C)cc(OC)c1OC | nt | nt | -5%[10 µM] | -7% | 1% | -34%[9.22 µM] | -22%
51 | O=C(COC(=O)Cc1ccc(S(=O)(=O)N2CCOCC2)s1)NCc1ccccc1 | -9% | 1% | 3%[10 µM] | 4% | -2% | ? | 6%
52 | NC1(C(=O)O)CC1 | nt | ? | 8%[1.9 µM] | nt | -15%&3%&8% | nt | 10%&-5%
